Source: PubChem BioAssay
Giardia killer: Giardia lamblia killing. activity change, % at 7.66 µM, hits read low. Giardia lamblia trophozoite viability. AID 540267. 0.15% of 340,000 active; in the data active = activity change below about -80%; inconclusive = between about -30% and that limit;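 note: parasites exposed to compound for two days anaerobically before the ATP read; % is set by controls: 0 for no effect and ±100 for the full control effect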
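ATP-content bioluminescence gauges trophozoite survival. Cells (100/well) receive compound and incubate anaerobically for 48 hrs at 37 deg C; detection reagent follows for 15-30 min at room temperature.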
BCR signal inh: blocks chronic active B-cell receptor signaling; ABC-DLBCL IkBa-CBG/CBR reporter, luminescence ratio, 4 h; Potency, µM (top dose mostly 46.1 µM), for the others: at the highest dose ratio change, negative = lower green/red ratio, usual class: inhibitors; 0.05% of 340,000 active; AID 493014; active = well fitted inhibition curve with a large enough effect in the signal ratio, with a control signal flat, not every such curve was filed as active; inconclusive = small, poorly fitted or top-dose-only effect, or effect the other way, or a change in a side signal; the % refers to the signal ratio;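 note: potency is the fitted concentration of half-maximal effect; plate controls were basal doxycycline-induced cells for no effect and cells given 10 µM MG132 for full effect; MG132 reads +100%, hits lower the ratio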
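Cell line TMD8 (human ABC DLBCL), stably expressing tet-inducible CBG68-IkBa fusion and CBR; IMDM/0.5% FBS; cpd up to 46 uM; dox induction, 4 h, 37C/5% CO2; dual luminescence; green/red ratio; MG132 control.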
KCNH2 WT inh: inhibitors of human wildtype KCNH2 potassium channel | Q12809 | U2OS, BacMam KCNH2, thallium flux FluxOr; active compounds read low | activity change, % at 1.84 µM | 0.37% of 340,000 active;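 active = maximum activity change below -70%; inconclusive = maximum activity change between -70% and -50%; inactive = maximum activity change above -50%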; note: % is set by controls: 0 for no effect and ±100 for the full control effect
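U2OS cells were transduced with wild-type KCNH2 virus (2.03 x 10^8 / mL) for 4 h at room temperature, then cultured overnight at 37 C. Thallium flux was read with FluxOr dye. Rate constants were normalized to DMSO controls.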
GALK inhibitor: galactokinase (human) inhibition | P51570 | Purified GALK, Kinase-Glo residual ATP luminescence | Potency, µM (titrated, usually from 57.5 µM), for the others: at the highest dose activity change, negative = inhibition, most hits filed as inhibitors | 0.007% of 270,000 active; note: potency is the fitted concentration of half-maximal effect; % is set by controls: 0 for no effect and ±100 for the full control effect
Target sequence (P51570 whole entry, looked up): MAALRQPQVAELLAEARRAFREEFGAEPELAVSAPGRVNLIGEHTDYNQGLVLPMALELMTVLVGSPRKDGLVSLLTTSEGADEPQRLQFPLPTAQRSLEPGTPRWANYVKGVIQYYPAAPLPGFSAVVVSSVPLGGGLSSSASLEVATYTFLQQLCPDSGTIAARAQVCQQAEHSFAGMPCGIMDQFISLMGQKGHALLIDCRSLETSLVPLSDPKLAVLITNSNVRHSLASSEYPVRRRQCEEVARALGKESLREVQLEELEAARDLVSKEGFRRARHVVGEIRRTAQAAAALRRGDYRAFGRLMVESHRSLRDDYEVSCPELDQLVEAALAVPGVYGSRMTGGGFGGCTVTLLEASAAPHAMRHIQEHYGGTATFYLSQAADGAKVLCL
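5 nM enzyme, 35 uM ATP, 100 uM galactose, 20 mM HEPES pH8.0, 5 mM MgCl2; 1 h RT; residual ATP by Kinase-Glo Plus luminescence, qHTS format.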
TCR activator: activates T cell receptor signaling; AID 504894; Potency, µM (highest dose often 9.22 µM), for the others: at the top dose activation of IL-2 secretion, actives largely listed as activators; 330,000 tested, under 10 active; primary human leukocytes, anti-CD3, IL-2 HTRF, 48 h; note: % of control where 0% means no effect
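IL-2 produced over 48 hr by a-CD3 bead-stimulated primary human leukocytes exposed to compounds was detected with a homogeneous time-resolved FRET immunoassay, 665nm acceptor signal after 320nm excitation.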
TSHR antag: blocks TSH signaling through the human TSH receptor. TSHR-expressing cells, TSH-stimulated cAMP HTRF, 2 h; active compounds read low. 0.2% of 330,000 active. activity change, negative = inhibition, % at 11.5 µM. P16473;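 active = activity change below a set negative limit, meaning inhibition stronger than a set level, cut at about -70% in these data; inconclusive = activity change between two set negative limits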; note: % is set by controls: 0 for no effect and ±100 for the full control effect
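Freshly harvested TSHR cells receive pin-tooled compound, then EC80 TSH at 4nM final. After 2 hours at 37 deg C, antibody in lysis buffer and cAMP-d2 are added; 30 minutes at ambient temperature precede the HTRF read.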
Tb PFK inh: inhibitors of T. brucei phosphofructokinase | O15648 | T. brucei PFK, ADP-Glo luminescence | Potency, µM (doses to about 57.5 µM), for inactives: at the top dose activity, negative = inhibition, actives largely listed as inhibitors | 0.17% of 330,000 active;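 note: potency is the fitted concentration of half-maximal effect; 0% = uninhibited 1x PFK enzyme wells and -100% = no-enzyme wells; nearly all actives have a fitted effect of over 60% in size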
Target sequence (O15648 whole entry, looked up): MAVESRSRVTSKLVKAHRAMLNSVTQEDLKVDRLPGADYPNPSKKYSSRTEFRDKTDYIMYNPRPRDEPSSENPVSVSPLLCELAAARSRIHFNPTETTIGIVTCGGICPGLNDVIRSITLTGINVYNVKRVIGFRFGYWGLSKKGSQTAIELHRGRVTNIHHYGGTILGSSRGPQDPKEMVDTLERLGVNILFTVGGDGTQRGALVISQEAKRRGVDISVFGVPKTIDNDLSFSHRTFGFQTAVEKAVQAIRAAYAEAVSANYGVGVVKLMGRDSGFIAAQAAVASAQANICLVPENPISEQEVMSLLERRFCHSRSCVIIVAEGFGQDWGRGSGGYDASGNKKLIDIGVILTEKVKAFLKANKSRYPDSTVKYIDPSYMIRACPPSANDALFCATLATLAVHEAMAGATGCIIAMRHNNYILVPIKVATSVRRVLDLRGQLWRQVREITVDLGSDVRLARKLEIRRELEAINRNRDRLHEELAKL
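PFK 1.25 nM, F6P 0.5 mM, ATP 0.1 mM, 0.1 M TEA pH 8.0, 5 mM MgCl2, 0.01% Tween20, 0.1% BSA; 45 min RT. ADP-Glo readout. qHTS titration up to 57 uM; curves fitted, compounds curve-classed.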
AT treatment: potential ataxia-telangiectasia treatment. […] A-T fibroblasts, KAP-1 phosphorylation AlphaLISA; neocarzinostatin DNA damage 30 min before lysis. Potency, µM (doses to about 57.5 µM), without a hit: at the highest dose activation, hits mostly activators. 0.19% of 320,000 active. AID 485349; note: potency is the fitted concentration of half-maximal effect; % of control where 0% means no effect; nearly all actives have a fitted effect of over 45% in size
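hTERT-immortalized A-T patient fibroblasts ([…]), 500 cells/well in OPTI-MEM, 1% FBS, got compounds for 60 min, then NCS for 30 min at 37C. Lysates were then assayed for phospho-KAP-1 by AlphaLISA (anti-pKAP1 donor, anti-KAP1 acceptor beads), 6 hr at 25C.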
Coupling enz: counter-screen for Giardia aldolase inhibitors: coupling enzyme system | coupling enzyme system counterscreen, AmpLite Red fluorescence | activity change, negative = inhibition, % at 58.2 µM, hits read low | 0.67% of 290,000 active | AID 2472; in the data active = activity change below about -30%; note: % is set by controls: 0 for no effect and ±100 for the full control effect
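First, compound is pin-transferred into glyceraldehyde-3-phosphate coupling-enzyme reagent at 57.5 uM final and held 10 min at RT. Next, substrate, coupling system and AmpLite Red are added. After 20 min RT, fluorescence (525/598 nm) is read.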
MLL CXXC-DNA inh: blocks binding of human MLL CXXC domain to DNA. 0.037% of 290,000 active. Q03164. Potency, µM (top dose mostly 115 µM), for the others: at the highest dose activity change, negative = inhibition, hits mostly inhibitors. MLL-CXXC / FITC-HOXA9 DNA fluorescence polarization; active = well fitted inhibition curve with a large enough effect in the polarisation, with a control signal flat, not every such curve was filed as active; inconclusive = small, poorly fitted or top-dose-only effect, or effect the other way, or a change in a side signal; inactive = no such curve, though single readings can be large or run the other way; the % refers to the polarisation; note: potency is the fitted concentration of half-maximal effect
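Steps: dispense CXXC domain solution (7 uM) → pin compounds or unlabeled HOX-A9 DNA control → 5 min ambient → add FLSN-HOX-A9 solution (50 nM) → spin → 30 min ambient → fluorescence polarization. Tris pH 7.5/NaCl/DTT/BSA buffer.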
The depositor's hits bear a star; ? = inconclusive; . = no result given; [ ] = another dose, or the depositor's remark. Unless noted, calls come from the whole dose curve; as a rule, active = well fitted curve in the direction sought with a large enough effect; inconclusive = small, poorly fitted or top-dose-only effect, or another doubt; inactive = no such curve, though single readings can be large; an effect the other way counts as inactive or inconclusive.

#1 CC(=O)C[C@@H](O)CC(=O)[C@H]1OC(=O)CCCCCCCCc2ccccc21
#2 COCCCn1c(=O)/c(=C\c2ccccc2OC(F)F)s/c1=C(/C#N)C(=O)NC(C)C
#3 FC(F)(F)c1cc(-c2ccc3c(c2)OCO3)nc(NCc2ccco2)n1
#4 CC(=O)Oc1ccc(N2C(=O)CC(N3CCOCC3)C2=O)cc1 (configuration not stated)
#5 Cc1ccc(S(=O)(=O)Nc2ccc3c(c2)nc(CCN2CCN(c4ccccn4)CC2)n3C)cc1
#6 Cc1noc(C(=O)Nc2sc3c(c2C#N)CCC3)c1Cl

Screen / compound no.	1	2	3	4	5	6
Giardia killer	13	12	6	7	0	6
BCR signal inh	-3%	9%	11%	?	3%	?
KCNH2 WT inh	-2	27	7	-1	-41	-2
GALK inhibitor	.	0%	2%	18%	0%	1%
TCR activator	-2%	2%[46.1 µM]	-1%	-7%	-2%	-5%
TSHR antag	-16	2	2	1	-3	-21
Tb PFK inh	0%	2%	1%	0%	1%	1%
AT treatment	2%	2%	-2%	1%	5%	8%
Coupling enz	.	0	0	-1	0	-20
MLL CXXC-DNA inh	.	37%[activator]	-11%	5%	13%	-3%

#7 CCOC(=O)CSc1n[nH]c(NC(=O)c2cccc(C(F)(F)F)c2)n1
#8 COc1ccc(/C=N/Nc2cc(N3CCOCC3)nc(C)n2)c(OC)c1
#9 O=C(O)c1cnn2cc(-c3[nH]ncc3[N+](=O)[O-])cnc12
#10 CN1CCN(NC(=O)CN2C(=O)/C(=C/c3ccccc3Cl)SC2=S)CC1
#11 Cc1nc(-c2ccc(Cl)cc2)sc1C1(C)CC(c2ccc(OC(F)(F)F)cc2)=NO1 (configuration not stated)
#12 CCC(=O)N1CCc2cc(S(=O)(=O)NCCC(=O)Nc3ccccc3C)ccc21

Screen / compound no.	7	8	9	10	11	12
Giardia killer	-15	10	-20	-6	-6	9
BCR signal inh	-1%	-12%	-8%	?	?	6%
KCNH2 WT inh	14	3	-11	41	-16	5
GALK inhibitor	-4%	0%	0%	0%	-2%	0%
TCR activator	.	-1%	-5%[46.1 µM]	.	5%	-2%
TSHR antag	-2	-15	9	-1	0	-7
Tb PFK inh	-1%	-19%	21%	-6%	11%	1%
AT treatment	13%	6%	-8%	-5%	5%	-6%
Coupling enz	-1	0	0	2	-8	0
MLL CXXC-DNA inh	1%	0%	18%	-7%	23%	2%

#13 O=C(Nc1ccccc1)c1ccccc1N=Cc1cccc(O)c1
#14 O=C(NCC1CCCO1)C1CCCN(S(=O)(=O)c2ccc(Br)cc2)C1 (configuration not stated)
#15 Cc1cc(C(=O)CSc2nc(N)cc(N)n2)c(C)n1C1CC1
#16 CN1CCN(C(=O)CN(c2ccccc2)S(=O)(=O)N(C)C)CC1
#17 C=CCOc1ccc(/C(O)=C2/C(=O)C(=O)N(CCCn3ccnc3)C2c2ccco2)cc1 (configuration not stated)
#18 Cc1ccc(CN2CCN(CC(=O)NC(C)c3ccc4c(c3)OCCO4)C2=O)cc1 (configuration not stated)

Screen / compound no.	13	14	15	16	17	18
Giardia killer	14	-4	-7	-4	8	2
BCR signal inh	0%	-9%	5%	10%	2%	12%
KCNH2 WT inh	5	26	3	-15	-6	12
GALK inhibitor	1%	-1%	-2%	3%	-1%	1%
TCR activator	-5%	-3%	0%	.	-1%	-2%
TSHR antag	-5	-6	2	6	4	4
Tb PFK inh	-7%	-1%	-1%	-1%	-21%	1%
AT treatment	7%	0%	1%	-1%	2%	0%
Coupling enz	0	.	-4	0	-1	4
MLL CXXC-DNA inh	0%	8%	5%	-6%	0%	-5%

An excerpt of these results, as labelled records.
(9) O=C(O)c1cnn2cc(-c3[nH]ncc3[N+](=O)[O-])cnc12
  Giardia killer = -20; BCR signal inh = -8%; KCNH2 WT inh = -11; GALK inhibitor = 0%; TCR activator = -5%[46.1 µM]; TSHR antag = 9; Tb PFK inh = 21%; AT treatment = -8%; Coupling enz = 0; MLL CXXC-DNA inh = 18%
(7) CCOC(=O)CSc1n[nH]c(NC(=O)c2cccc(C(F)(F)F)c2)n1
  Giardia killer = -15; BCR signal inh = -1%; KCNH2 WT inh = 14; GALK inhibitor = -4%; TCR activator = .; TSHR antag = -2; Tb PFK inh = -1%; AT treatment = 13%; Coupling enz = -1; MLL CXXC-DNA inh = 1%

Further entries
#19 COc1ccc(C(=O)C2CCCN(C(=O)c3ccc4cc[nH]c4c3)C2)c(C)c1 (configuration not stated)
#20 O=C(CSc1nnc(-c2cnccn2)n1Cc1ccco1)c1ccccc1
#21 O=C(Nc1cccc(F)c1)C1CCN(C(=O)c2ccccc2Cl)CC1
#22 NC(=O)Nc1ccc(C(=O)OCC(=O)NC2CCCCC2)cc1
#23 Cc1ccc(C2(c3noc(CN(C)CCO)n3)CCCC2)cc1
#24 O=C(NCCc1ccccc1)c1ccccc1SCC(=O)N1CCCC1

Screen / compound no.	19	20	21	22	23	24
Giardia killer	35[activator]	-3	-19	14	-24	-4
BCR signal inh	?	0%	?	0%	-2%	0%
KCNH2 WT inh	8	4	2	.	1	-10
GALK inhibitor	0%	-2%	1%	1%	2%	0%
TCR activator	1%	5%	0%	-6%	-1%	-5%
TSHR antag	-6	-17	-1	-6	-2	-7
Tb PFK inh	1%	-1%	4%	-1%	-1%	-1%
AT treatment	3%	-4%	-1%	-1%	2%	2%
Coupling enz	-1	-1	8	-1	4	1
MLL CXXC-DNA inh	0%	7%	-3%	-3%	8%	1%

#25 O=C(NCCOC(=O)c1ccc(Cl)c(S(=O)(=O)N2CCCCC2)c1)c1ccncc1
#26 Cc1cc(C)cc(C(=O)N2CC(=O)Nc3ccccc32)c1
#27 CCC1(C)Cc2c(sc3[nH]c(=S)[nH]c(=S)c23)CO1 (configuration not stated)
#28 Cc1cccc(-c2cnn(-c3ccccc3)c2N)c1
#29 COc1cc(/C=N/NC(=O)c2ccc([N+](=O)[O-])cc2Cl)cc(Br)c1O
#30 CC1(C(=O)NCc2ccc(Cl)c(Cl)c2)Oc2cccnc2NC1=O (configuration not stated)

Screen / compound no.	25	26	27	28	29	30
Giardia killer	-1	10	6	-11	7	-3
BCR signal inh	?	?	5%	?	9%	-24%
KCNH2 WT inh	-1	-3	-2	9	5	-8
GALK inhibitor	4%	0%	0%	.	-3%	1%
TCR activator	10%	4%	-5%	-1%	-2%[46.1 µM]	6%
TSHR antag	-15	21	-4	-2	-3	8
Tb PFK inh	-1%	7%	0%	-4%	4%	?
AT treatment	0%	5%	-3%	9%	4%	-2%
Coupling enz	3	-12	2	1	-1	1
MLL CXXC-DNA inh	-6%	-1%	21%	58%[activator]	1%	0%

#31 CSc1ccc2nnc(-c3cccc(F)c3)n2n1
#32 Nc1ccccc1Oc1ccc2ccccc2c1
#33 CCC(C)(C)NC(=O)C(c1ccco1)N(C(=O)c1csnn1)c1cccc(F)c1 (configuration not stated)
#34 CC1(C)C[C@H]2C3=CCC4[C@@]5(C)CC[C@H](O[C@@H]6O[C@H](C(=O)O)[C@@H](O)[C@H](O)[C@H]6O)[C@@](C)(CO)C5CC[C@@]4(C)[C@]3(C)C[C@H](O)[C@@]2(CO)[C@@H](O)[C@@H]1O (some centres not stated)
#35 CCN(c1ccccc1)S(=O)(=O)c1cccc(C(=O)NCCN2CCOCC2)c1
#36 CC1CCC2(CC1)NC(=O)N(CC(=O)N1CCN(S(=O)(=O)c3ccccc3)CC1)C2=O (configuration not stated)
#37 CN(C)CCCNc1cc(C(C)(C)C)nc2c(-c3ccccc3)cnn12
#38 CC(C)=CCC/C(C)=C/C=N/NC(=O)c1ccc([N+](=O)[O-])cc1

Screen / compound no.	31	32	33	34	35	36	37	38
Giardia killer	-5	47[activator]	-6	25	8	-26	0	2
BCR signal inh	-24%	?	-1%	-1%	-1%	8%	?	-4%
KCNH2 WT inh	-1	-1	18	3	5	7	-2	1
GALK inhibitor	-2%	6%	1%	.	.	15%	4%	0%
TCR activator	0%	-2%	3%	8%	7%	-1%	-3%	0%[46.1 µM]
TSHR antag	11	7	-5	-1	2	4	3	6
Tb PFK inh	1%	2%	4%	6%	-3%	-1%	-6%	-6%
AT treatment	5%	3%	10%	5%	-2%	1%	8%	-3%
Coupling enz	5	-6	1	.	.	0	-7	1
MLL CXXC-DNA inh	4%	8%	5%	.	.	1%	2%	-4%
